Compound activity: PubChem BioAssay, Broad Institute
T cruzi HTS = intracellular Trypanosoma cruzi inhibition; intracellular Trypanosoma cruzi in host cells, plate reader; activity score (inhibition), % at 5.01 µM; hit rate 4.9% among 22,000; in the data active = activity score above about 55%; inconclusive = no clear call, values can overlap the other calls;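 also: parasites and compound incubated about four days before reading; 0% = median of neutral control wells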
INS-1E ATP HTS = rescue of cytokine-induced death in INS-1E beta cells. INS-1E cytokine-induced death, ATP luminescence, 48 h; normalised: neutral wells 0, positive control 100. protection from cytokine-induced ATP loss, % at 10 µM. hit rate 0.1% among 20,000;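 active = mean replicate protection from cytokine-induced ATP loss at least 50% and at least 75% of replicates each reaching 50%; inconclusive = meets only one of the two criteria, mean or replicate share; inactive = fails both the mean and replicate share criteria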
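Assay system: INS-1E rat insulinoma cells. Amount: 8000 cells per well. Medium: phenol-red-free RPMI with 5% fetal bovine serum. Reagent: IL-1β, TNF-α and IFN-γ cytokine mix. Doses: one compound concentration, pin transfer. Schedule: 48 h co-treatment, 10 min post-lysis read. Detection: CellTiter-Glo luminescence measuring cellular ATP.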
Starred values were filed as active, the others as inactive; ? = inconclusive; . = no result given.

No.	SMILES	T cruzi HTS	INS-1E ATP HTS
1	O=C(N/N=C/c1cc(Br)cc([N+](=O)[O-])c1O)c1ccccn1	4.0	7.7
2	COc1cccc(-c2cnc3c(c2)C(=O)N([C@H](C)CO)C[C@H](C)[C@H](CN(C)S(=O)(=O)c2cccc(OC)c2)O3)c1	35.4	.
3	COc1ccc(S(=O)(=O)N(C)C[C@@H]2Oc3c(NS(C)(=O)=O)cccc3C(=O)N([C@H](C)CO)C[C@H]2C)cc1	-45.4	9.6
4	C[C@H]1CN([C@@H](C)CO)C(=O)Cc2cc(NS(=O)(=O)c3ccc(Cl)cc3)ccc2O[C@@H]1CN(C)Cc1ccc(C(F)(F)F)cc1	71.6*	4.7
5	Cc1noc(C)c1NC(=O)Nc1ccc2c(c1)C(=O)N([C@@H](C)CO)C[C@@H](C)[C@@H](CN(C)S(C)(=O)=O)O2	-10.5	18.1
6	C[C@H](CO)N1C[C@H](C)[C@H](CN(C)C)Oc2ccc(NC(=O)NC3CCCCC3)cc2C1=O	-20.0	2.1
7	COc1ccc(S(=O)(=O)Nc2ccc3c(c2)C(=O)N([C@H](C)CO)C[C@H](C)[C@H](CN(C)C(=O)Nc2ccc(C(F)(F)F)cc2)OCCCC[C@@H](C)O3)cc1	64.7*	-19.0
8	Cc1noc(C)c1S(=O)(=O)N(C)C[C@H]1Oc2ccc(NS(C)(=O)=O)cc2CC(=O)N([C@H](C)CO)C[C@H]1C	-8.3	0.1
9	Cc1cc(C(=O)Nc2cccc3c2O[C@@H](CN(C)Cc2ccc(-c4ccccc4)cc2)[C@@H](C)CN([C@H](C)CO)C3=O)n(C)n1	63.9*	-20.0
10	C[C@@H]1CN([C@@H](C)CO)C(=O)c2cccc(NC(=O)CCCCCC(=O)Nc3ccccc3N)c2O[C@H]1CN(C)Cc1ccc(Oc2ccccc2)cc1	83.9*	-3.0
11	C[C@@H]1CN([C@@H](C)CO)C(=O)c2cc(NC(=O)Nc3ccc4c(c3)OCO4)ccc2O[C@@H]1CN(C)Cc1ccc(Oc2ccccc2)cc1	17.5	-12.1
12	C[C@H](CO)N1C[C@H](C)[C@H](CN(C)C(=O)Nc2cccc3ccccc23)Oc2ccc(NC(=O)Cn3cnnn3)cc2C1=O	3.6	1.5
13	COc1ccc(CN(C)C[C@H]2Oc3c(NC(=O)c4ccncc4)cccc3C(=O)N([C@@H](C)CO)C[C@@H]2C)cc1	82.5*	-2.2
14	CC(C)NC(=O)Nc1ccc2c(c1)CC(=O)N([C@@H](C)CO)C[C@H](C)[C@@H](CN(C)CC1CCCCC1)O2	0.7	-1.7
15	C[C@H]1CN([C@@H](C)CO)C(=O)c2cc(NS(=O)(=O)c3ccccc3)ccc2O[C@H]1CN(C)Cc1ccc(C(=O)O)cc1	-8.9	1.8
16	CNC[C@H]1OCCCC[C@@H](C)Oc2ccc(NC(=O)Nc3c(C)noc3C)cc2C(=O)N([C@H](C)CO)C[C@@H]1C	-2.1	5.5
17	C[C@@H]1CN([C@@H](C)CO)C(=O)c2cccc(NC(=O)C3CCOCC3)c2O[C@H]1CN(C)Cc1ccc(Oc2ccccc2)cc1	20.0	-21.2
18	C[C@@H]1CN([C@@H](C)CO)C(=O)c2cc(NC(=O)Nc3ccccc3)ccc2O[C@@H]1CN(C)Cc1ccc(C(=O)O)cc1	-15.1	-5.7
19	COc1ccc(S(=O)(=O)Nc2ccc3c(c2)C(=O)N([C@H](C)CO)C[C@@H](C)[C@H](CN(C)S(=O)(=O)c2ccc(F)cc2)O3)cc1	16.3	1.8
20	COc1ccc(NC(=O)N(C)C[C@H]2Oc3ccc(NC(=O)Nc4ccc(C(F)(F)F)cc4)cc3C(=O)N([C@@H](C)CO)C[C@@H]2C)cc1	-6.0	7.4
21	C[C@H](CO)N1C[C@H](C)[C@H](CN(C)Cc2ccc(C(=O)O)cc2)Oc2ccc(NC(=O)CCC(F)(F)F)cc2C1=O	-6.1	4.4
22	Cc1noc(C)c1S(=O)(=O)Nc1ccc2c(c1)C(=O)N([C@H](C)CO)C[C@H](C)[C@@H](CN(C)S(=O)(=O)c1cccs1)O2	-3.3	-12.3
23	COc1cccc(-c2cnc3c(c2)C(=O)N([C@H](C)CO)C[C@H](C)[C@H](CN(C)C)O3)c1	75.9*	.
24	C[C@H](CO)N1C[C@H](C)[C@H](CN(C)Cc2ccc(Oc3ccccc3)cc2)Oc2ccc(NC(=O)NC3CCCCC3)cc2CC1=O	13.2	-28.7
25	CNC[C@H]1Oc2ccc(NS(C)(=O)=O)cc2C(=O)N([C@@H](C)CO)C[C@H]1C	-5.4	.
26	Cc1noc(C)c1S(=O)(=O)N(C)C[C@@H]1Oc2ccc(NC(=O)Nc3ccccc3)cc2CC(=O)N([C@H](C)CO)C[C@@H]1C	-19.5	0.1
27	C[C@H]1CN([C@@H](C)CO)C(=O)Cc2cc(NS(=O)(=O)c3cn(C)cn3)ccc2O[C@H]1CN(C)C(=O)Nc1cccc2ccccc12	-19.6	4.2
28	O=C(CCCCC(=O)N/N=C/c1ccco1)NO	-2.0	13.8
29	C[C@H]1CN([C@@H](C)CO)C(=O)Cc2cc(NC(=O)CCCCCC(=O)Nc3ccccc3N)ccc2O[C@@H]1CN(C)C	-17.1	3.5
30	CC(C)NC(=O)N(C)C[C@@H]1Oc2ccc(NS(=O)(=O)c3cn(C)cn3)cc2C(=O)N([C@@H](C)CO)C[C@H]1C	-7.1	11.1
31	C[C@@H]1CN([C@@H](C)CO)C(=O)c2cc(NC(=O)CCC(F)(F)F)ccc2O[C@@H]1CN(C)C(=O)Nc1ccc(F)cc1	-21.7	-4.4
32	C[C@H]1CN([C@@H](C)CO)C(=O)c2cc(NC(=O)Nc3cccc4ccccc34)ccc2O[C@H]1CN(C)Cc1ccncc1	6.9	0.8
33	C[C@@H]1CN([C@H](C)CO)C(=O)c2cccc(NC(=O)C3CCCCC3)c2O[C@@H]1CN(C)C(=O)Nc1ccccc1	0.2	2.0
34	Cc1noc(C)c1NC(=O)Nc1ccc2c(c1)CC(=O)N([C@H](C)CO)C[C@@H](C)[C@@H](CN(C)S(=O)(=O)c1ccccc1)O2	-5.2	14.5
35	C[C@H](CO)N1C[C@H](C)[C@H](CN(C)Cc2ccccc2)Oc2ncc(C#Cc3ccccc3)cc2C1=O	34.6	.
36	Cc1noc(C)c1NC(=O)N(C)C[C@H]1Oc2c(NC(=O)C3CCCCC3)cccc2C(=O)N([C@H](C)CO)C[C@H]1C	-13.8	-0.3
37	C[C@@H]1CN([C@H](C)CO)C(=O)c2cc(NC(=O)C3CCCCC3)ccc2O[C@H]1CN(C)Cc1ccc(-c2ccccc2)cc1	-12.0	-27.8
38	C[C@@H]1CN([C@H](C)CO)C(=O)CCCn2cc(nn2)CO[C@@H]1CN(C)Cc1ccc2cccnc2c1	-5.8	.
39	C[C@H]1CN([C@@H](C)CO)C(=O)c2cccc(NS(=O)(=O)c3ccccc3)c2O[C@H]1CN(C)Cc1ccc(C(F)(F)F)cc1	31.2	0.3
40	C[C@H](CO)N1C[C@H](C)[C@H](CN(C)S(C)(=O)=O)Oc2ncc(C#Cc3ccc(C(F)(F)F)cc3)cc2C1=O	17.3	.
41	C[C@@H]1CN([C@H](C)CO)C(=O)c2cc(NC(=O)C3CC3)ccc2O[C@H]1CN(C)Cc1ccc(Cl)c(Cl)c1	10.7	-13.2
42	COc1ccc(S(=O)(=O)N(C)C[C@@H]2Oc3ccc(NC(=O)NC(C)C)cc3C(=O)N([C@@H](C)CO)C[C@@H]2C)cc1	16.5	5.1
43	COc1ccc(NC(=O)Nc2ccc3c(c2)C(=O)N([C@@H](C)CO)C[C@@H](C)[C@H](CN(C)S(=O)(=O)c2cn(C)cn2)O3)cc1	-20.9	12.3
44	COc1ccc(S(=O)(=O)N(C)C[C@H]2Oc3ccc(NC(=O)c4ccncc4)cc3C(=O)N([C@H](C)CO)C[C@H]2C)cc1	-3.5	-4.4
45	COc1cccc(CN(C)C[C@H]2OCc3cn(nn3)CCCC(=O)N([C@@H](C)CO)C[C@@H]2C)c1	-14.6	.
46	C[C@@H]1CN([C@@H](C)CO)C(=O)Cc2cc(NC(=O)Nc3ccc4c(c3)OCO4)ccc2O[C@@H]1CN(C)Cc1ccc(Oc2ccccc2)cc1	65.4*	-21.7
47	C[C@@H]1CN([C@H](C)CO)C(=O)CCCn2cc(nn2)CO[C@@H]1CN(C)C(=O)Nc1ccc2c(c1)OCO2	-14.3	3.6
48	C[C@@H]1CN([C@@H](C)CO)C(=O)Cc2cc(NC(=O)Nc3ccccc3)ccc2O[C@@H]1CN(C)Cc1ccc(C(=O)Nc2ccccc2N)cc1	?	-14.1
49	CCCC(O)C#Cc1cnc2c(c1)C(=O)N([C@H](C)CO)C[C@H](C)[C@H](CN(C)S(=O)(=O)c1cn(C)cn1)O2 (some centres undefined)	-6.9	.
50	C[C@@H]1CCCCO[C@H](CN(C)Cc2ccc(C(F)(F)F)cc2)[C@@H](C)CN([C@H](C)CO)C(=O)c2cc(NS(=O)(=O)c3ccc(F)cc3)ccc2O1	55.5*	-9.7

Looked up by compound from the list above (five):
No.	SMILES	T cruzi HTS	INS-1E ATP HTS
48	C[C@@H]1CN([C@@H](C)CO)C(=O)Cc2cc(NC(=O)Nc3ccccc3)ccc2O[C@@H]1CN(C)Cc1ccc(C(=O)Nc2ccccc2N)cc1	?	-14.1
44	COc1ccc(S(=O)(=O)N(C)C[C@H]2Oc3ccc(NC(=O)c4ccncc4)cc3C(=O)N([C@H](C)CO)C[C@H]2C)cc1	-3.5	-4.4
47	C[C@@H]1CN([C@H](C)CO)C(=O)CCCn2cc(nn2)CO[C@@H]1CN(C)C(=O)Nc1ccc2c(c1)OCO2	-14.3	3.6
42	COc1ccc(S(=O)(=O)N(C)C[C@@H]2Oc3ccc(NC(=O)NC(C)C)cc3C(=O)N([C@@H](C)CO)C[C@@H]2C)cc1	16.5	5.1
46	C[C@@H]1CN([C@@H](C)CO)C(=O)Cc2cc(NC(=O)Nc3ccc4c(c3)OCO4)ccc2O[C@@H]1CN(C)Cc1ccc(Oc2ccccc2)cc1	65.4*	-21.7

Continued:
No.	SMILES	T cruzi HTS	INS-1E ATP HTS
51	Cc1ccc(S(=O)(=O)Nc2cccc3c2O[C@H](CN(C)S(=O)(=O)c2ccc(F)cc2)[C@@H](C)CN([C@@H](C)CO)C3=O)cc1	19.2	-2.7
52	Cc1noc(C)c1S(=O)(=O)Nc1ccc2c(c1)CC(=O)N([C@H](C)CO)C[C@H](C)[C@H](CN(C)Cc1ccc(Cl)c(Cl)c1)O2	52.7	-10.4
53	COc1ccc(CN(C)C[C@H]2Oc3ccc(NC(=O)Nc4cccc5ccccc45)cc3C(=O)N([C@@H](C)CO)C[C@@H]2C)cc1	-9.1	-11.8
54	C[C@@H]1CN([C@@H](C)CO)C(=O)c2cccc(NC(=O)Nc3ccc(C(F)(F)F)cc3)c2O[C@@H]1CN(C)CC1CC1	-17.5	-18.8
55	C[C@H](CO)N1C[C@H](C)[C@@H](CN(C)C(=O)Nc2ccccc2)Oc2c(NC(=O)Nc3ccc4c(c3)OCO4)cccc2C1=O	-3.4	-0.8
56	C[C@@H]1CCCCO[C@H](CN(C)C)[C@@H](C)CN([C@H](C)CO)C(=O)c2cc(NS(=O)(=O)c3ccccc3)ccc2O1	-15.3	6.4
57	C[C@H]1CN([C@@H](C)CO)C(=O)CCCn2cc(nn2)CO[C@@H]1CN(C)C(=O)Nc1ccc(C(C)(C)C)cc1	9.3	.
58	C[C@@H]1CCCCO[C@@H](CN(C)S(=O)(=O)c2ccc(Cl)cc2)[C@@H](C)CN([C@H](C)CO)C(=O)c2cc(NC(=O)C3CCCCC3)ccc2O1	17.7	6.1
59	CC(C)NC(=O)N(C)C[C@@H]1Oc2ccc(NC(=O)CCC(F)(F)F)cc2CC(=O)N([C@H](C)CO)C[C@@H]1C	-31.6	11.2
60	COc1ccc(S(=O)(=O)Nc2ccc3c(c2)C(=O)N([C@@H](C)CO)C[C@H](C)[C@@H](CN(C)S(=O)(=O)c2cn(C)cn2)O3)cc1	9.2	-1.0

Two of the compounds above, with values under each structure:
Values in the order: T cruzi HTS | INS-1E ATP HTS
57: C[C@H]1CN([C@@H](C)CO)C(=O)CCCn2cc(nn2)CO[C@@H]1CN(C)C(=O)Nc1ccc(C(C)(C)C)cc1
  9.3 | .
58: C[C@@H]1CCCCO[C@@H](CN(C)S(=O)(=O)c2ccc(Cl)cc2)[C@@H](C)CN([C@H](C)CO)C(=O)c2cc(NC(=O)C3CCCCC3)ccc2O1
  17.7 | 6.1

(more compounds)
No.	SMILES	T cruzi HTS	INS-1E ATP HTS
61	C[C@H]1CN([C@@H](C)CO)C(=O)c2cc(NC(=O)c3ccncc3)ccc2O[C@@H]1CN(C)S(=O)(=O)c1cccs1	-7.5	.
62	C[C@@H]1CN([C@H](C)CO)C(=O)c2cccc(N(C)C)c2O[C@H]1CN(C)CC1CC1	-0.9	9.2
63	C[C@@H]1CN([C@@H](C)CO)C(=O)Cc2cc(NS(C)(=O)=O)ccc2O[C@@H]1CN(C)Cc1ccc(C(=O)O)cc1	-9.1	3.3
64	C[C@H](CO)N1C[C@H](C)[C@@H](CN(C)S(=O)(=O)c2ccccc2)Oc2c(NC(=O)Nc3cccc4ccccc34)cccc2C1=O	2.4	0.2
65	Cc1noc(C)c1NC(=O)N(C)C[C@@H]1Oc2c(NC(=O)c3cnccn3)cccc2C(=O)N([C@@H](C)CO)C[C@H]1C	-6.2	1.4
66	C[C@@H]1CN([C@@H](C)CO)C(=O)Cc2cc(NC(=O)CCN3CCOCC3)ccc2O[C@@H]1CN(C)C	-13.0	12.2
67	C[C@@H]1CN([C@H](C)CO)C(=O)c2cc(NC(=O)NC3CCCCC3)ccc2O[C@@H]1CN(C)C(=O)NC1CCCCC1	-5.2	-3.9

These rows are one share of the data, so the mix of outcomes need not match the whole.
